# Xi reactivation – activators of inactive X chromosome reactivation, primary screen, imaging, XiGFP fibroblasts, GFP high-content imaging, set 2. XiGFP mouse fibroblasts, % GFP-positive cells imaging, 3 d; cells co-treated with 5-aza-dC sensitizer; scaled so ellipticine positive control = 100%. activation, % at 7.58 µM. hit rate 0.055% among 360,000. AID 743238, 2013;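 active means mean normalized replicate activation at least 10% and every replicate at or above 10%; inconclusive means only one of the two criteria met; inactive means mean below 10% and not all replicates reach 10%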;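 further: 0% = median of on-plate neutral control wells and 100% = ellipticine 6 µM median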
#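 System: 68-5-11 XiGFP fibroblast line; Timing: 3 days compound exposure; Compound dosing: one concentration, pinned; Benchmarks: positive control ellipticine, 6 µM final; Buffer or medium: DMEM containing 5-aza-dC.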
# ERAP1 inh – human ERAP1 aminopeptidase inhibitors, primary screen, biochemical, single point, plate reader; Endoplasmic reticulum aminopeptidase 1 (Homo sapiens), Q9NZ08; AID 652197, 2013; inhibition, % at 10.7 µM; hit rate 0.15% among 340,000; recombinant ERAP1, Leu-AMC fluorescence, 60 min;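 active means mean replicate inhibition of at least 30%, or all replicates individually reaching that 30% level; inactive means mean below 30% and not every replicate reaching it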;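 further: 0% = neutral control wells and 100% = L-leucinethiol positive control wells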
# ERp5 block – inhibitors of ERp5-driven insulin aggregation, primary screen, biochemical, turbidity, absorbance 650 nm, single point | inhibition, % at 9.99 µM | hit rate 0.05% among 350,000 | 90 min | Protein disulfide-isomerase A6 (Homo sapiens), Q15084;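 active means mean replicate inhibition above about 25%, with every replicate also reaching it, limit read from the data, passing the limit was not always enough; inconclusive means only one of those two criteria met; inactive means neither criterion met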
# E-selectin induc – E-selectin induction in HUVECs, primary screen, imaging, HUVEC, immunofluorescence imaging, single point. activation, % at 7.58 µM. hit rate 0.37% among 260,000. normalized: neutral wells 0, TNF-alpha wells 100. P16581. AID 686992, 2013;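 active means mean E-selectin-positive cell signal at least 10% of the positive control, reached in at least 60% of replicates, without over 20% cell loss; inconclusive means no rule given, readout overlaps actives, possibly toxicity-flagged; inactive means the rest, including those meeting only one limit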;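 further: in these data hits start at about 27%; measured in HUVEC primary endothelial cells; signal is the percent of cells scored E-selectin positive by PE staining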
# Target sequence (P16581 whole entry, looked up): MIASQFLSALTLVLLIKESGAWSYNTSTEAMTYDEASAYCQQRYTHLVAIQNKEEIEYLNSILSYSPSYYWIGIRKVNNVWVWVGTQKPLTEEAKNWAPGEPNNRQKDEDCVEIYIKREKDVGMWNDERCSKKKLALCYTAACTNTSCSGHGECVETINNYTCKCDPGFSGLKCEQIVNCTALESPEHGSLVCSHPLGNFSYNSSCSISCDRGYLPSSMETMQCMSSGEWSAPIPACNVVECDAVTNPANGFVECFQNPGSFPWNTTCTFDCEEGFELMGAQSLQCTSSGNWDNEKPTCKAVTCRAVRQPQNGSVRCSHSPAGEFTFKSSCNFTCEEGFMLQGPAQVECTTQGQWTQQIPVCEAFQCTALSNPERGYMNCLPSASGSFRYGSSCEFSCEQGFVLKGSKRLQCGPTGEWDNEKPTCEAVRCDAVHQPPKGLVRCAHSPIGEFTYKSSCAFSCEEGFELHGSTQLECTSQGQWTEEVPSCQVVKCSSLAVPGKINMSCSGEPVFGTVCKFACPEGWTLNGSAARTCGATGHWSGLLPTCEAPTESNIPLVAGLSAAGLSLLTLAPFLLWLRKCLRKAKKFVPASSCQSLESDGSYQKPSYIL
#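 Assay system: HUVEC, human umbilical vein endothelial cells / Amount: 3,000 HUVEC/well / Controls: TNF-alpha positive control, DMSO neutral control / Compound dosing: single concentration / Medium: EGM-2 over gelatin coat / Evaluation: percent E-selectin-positive cells / Signal: immunofluorescence imaging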
# RAD54 branch – inhibitors of human RAD54 branch migration, primary screen, biochemical, fluorescence, single point; hit rate 0.14% among 360,000; RAD54 Holliday junction branch migration, FAM/BHQ fluorescence; inhibition, % at 10.4 µM;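 active means mean normalized replicate activity at least 40 and at least half of replicates scoring 40 or more; inconclusive means only one of the two criteria met; inactive means mean below 40 and under half of replicates reaching 40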;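 further: 0% = median of neutral control wells and 100% = median of positive control wells; inhibitors cause a drop in the FAM fluorescence signal; in these data hits start at about 50%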
# S100A4 MyoIIA – inhibitors of S100A4-myosin IIA peptide binding, primary screen, biochemical, fluorescence polarization, TAMRA-MyoIIA peptide; hit rate 0.14% among 360,000; Protein S100-A4 (Homo sapiens), P26447; inhibition, % at 10.7 µM;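 active means mean inhibition of at least 70% across replicates, with every replicate also reaching that level; inconclusive means mean inhibition reaches 70% but some replicates fall short; inactive means mean inhibition below 70%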
# Target sequence (P26447 whole entry, looked up): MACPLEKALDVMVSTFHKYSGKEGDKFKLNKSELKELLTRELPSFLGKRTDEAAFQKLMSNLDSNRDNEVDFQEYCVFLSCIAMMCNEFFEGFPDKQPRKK
#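 incubation = readout 5 min after mixing, signal stable up to 60 min | system = S100A4 monomer protein | buffer or medium = HEPES pH 7.2 with CaCl2, KCl, NaCl, DTT, Triton | benchmarks = neutral control DMSO, positive control TFP | also added = fluorescent myosin IIA peptide, 5 nM | compound dosing = one concentration per compound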
# RAD52 inh – RAD52 DNA annealing inhibitors, primary screen, biochemical, FRET, single point, set 2; DNA repair protein RAD52 homolog (Homo sapiens), P43351; recombinant RAD52 DNA annealing, FRET fluorescence; inhibition, % at 18.7 µM; hit rate 0.46% among 360,000;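 active means every replicate showing at least 50% inhibition; inconclusive means mean inhibition at least 50% but not in every replicate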
# esBAF inh – Bmi1 luciferase reporter increase in mESCs, primary screen, esBAF inhibitor project, mouse ES cells, Bmi1 luciferase knock-in, single point; hit rate 2% among 350,000; AID 602393, 2012; 24 h; 100% = twice the neutral-well signal; reporter increase, % at 12.5 µM; in the data active means activation above about 40%; inconclusive means no clear call, values can overlap the other calls;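 further: 0% = median of the plate's neutral control wells and 100% = double that signal; a rise in the Bmi1 reporter signal indicates esBAF inhibition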
# * = called active by the depositor; ? = inconclusive; / = no result given. Compounds as they come. Share with any hit: about 2.5%.
No.	Structure	Xi reactivation	ERAP1 inh	ERp5 block	E-selectin induc
1	N#Cc1ccccc1OCC(=O)Nc1cc(S(=O)(=O)N2CCCCC2)ccc1N1CCOCC1	-0.1	1.8	-0.1	0.1
2	CC(=O)C1=C(C)Nc2ncnn2C1c1ccccc1Cl (configuration not stated)	/	-2.6	1.0	/
3	C=C(C)[C@@H]1CC=C(CO)CC1	0.0	-1.1	1.7	0.1
4	Cc1ccccc1Nc1nc(N)nc(-c2oc3ccccc3c2C)n1	0.1	0.4	-2.6	/
5	C=CCNC(=S)N(Cc1ccccc1)Cc1ccccc1	0.1	-5.4	-1.9	/
6	CC(Sc1nnc(N)s1)C(=O)NNC(=O)c1cccc(Cl)c1 (configuration not stated)	0.3	3.6	-2.4	0.5
7	CN1CCC(=O)N([C@H](CSc2ccc(Br)cc2)c2ccccc2)CC1	0.0	2.3	4.9	0.9
8	CN(C)CCCn1c(SCC(=O)Nc2nc(-c3cccc(Br)c3)cs2)nc2ccccc2c1=O	0.2	/	8.6	-0.5
9	COC(=O)c1ccc(COc2cc([N+](=O)[O-])cc3cccnc23)o1	0.0	2.4	-0.1	/
10	Cc1ccc(C(=O)C(C)OC(=O)Cn2[nH]c(=O)c3ccccc3c2=O)cc1C (configuration not stated)	0.0	-1.3	14.1	-0.5
11	CCOC(=O)/C=C/c1ccc2c(c1)S(=O)(=O)N(Cc1ccc(OC)cc1)[C@H]2CC(=O)OCC	0.0	/	0.7	0.9
12	O=C(O)c1ccccc1N1C(=O)c2cccc3cccc(c23)C1=O	0.2	-0.8	-2.5	/
13	CCCn1c(CN2CCN(C(=O)c3ccco3)CC2)nc2c1c(=O)n(C)c(=O)n2C	-0.1	0.7	-0.9	-0.6
14	O=C(COC(=O)C1CCN(c2ccc(C(F)(F)F)cn2)CC1)Nc1cc(F)ccc1F	0.3	-4.3	12.8	-0.2
15	O=C(c1ccco1)N1CCN(C(=O)c2[nH]c(C(F)(F)F)nc2-c2ccccc2)CC1	0.2	1.2	-0.6	/

No.	RAD54 branch	S100A4 MyoIIA	RAD52 inh	esBAF inh
1	-3.4	-8.9	-33.6	6.7
2	-2.8	-1.6	-12.3	-5.0
3	1.4	-0.7	3.6	-2.1
4	1.6	-1.3	-18.1	/
5	/	-2.2	-20.5	-4.9
6	/	-0.4	-11.6	/
7	-5.9	1.1	-20.6	35.9
8	?	6.8	2.0	28.1
9	/	-5.5	-8.8	/
10	-5.0	-3.8	-19.6	-2.8
11	6.2	8.2	-25.1	11.4
12	-4.3	1.5	-11.6	-3.9
13	-1.5	-0.2	-11.5	3.8
14	/	-4.2	-17.7	/
15	1.6	6.6	-12.0	-3.4

# Record cards (already shown). Screens in order: Xi reactivation, ERAP1 inh, ERp5 block, E-selectin induc, RAD54 branch, S100A4 MyoIIA, RAD52 inh, esBAF inh
# Cc1ccccc1Nc1nc(N)nc(-c2oc3ccccc3c2C)n1 is listed with 0.1, 0.4, -2.6, /, 1.6, -1.3, -18.1, /
# CC(=O)C1=C(C)Nc2ncnn2C1c1ccccc1Cl (configuration not stated) is listed with /, -2.6, 1.0, /, -2.8, -1.6, -12.3, -5.0

# More structures.
No.	Structure	Xi reactivation	ERAP1 inh	ERp5 block	E-selectin induc
16	O=C(COC(=O)Cn1ccc(=O)[nH]c1=O)Nc1ccc(F)cc1	-0.1	0.5	-1.0	/
17	O=C1N(Cc2cccnc2)C[C@@H]2C[C@@H](c3ccc(-c4ccccc4)cc3)N3CCC[C@@]123	0.0	-4.4	0.2	/
18	O=C(NN=C(c1ccccc1)c1ccccc1)C(CCl)C1CCCCC1 (configuration not stated)	-0.2	3.9	3.0	0.0
19	C1CCN2C[C@@H]3C[C@@H](CN4CCCC[C@@H]34)[C@H]2C1	-0.1	-3.4	8.5	0.1
20	CC(C)(C)[C@H]1COC(=O)CC/C=C\C[C@@H](CC(=O)N(CCO)Cc2ccccc2)C(=O)N1	0.1	4.3	-0.1	-0.1
21	O=C(CN1C(=O)c2ccccc2S1(=O)=O)c1ccc(Cl)cc1Cl	-0.1	-0.7	-6.0	-0.2
22	CCOC(=O)/C=C/C(=O)OCC(=O)Nc1cccc(Br)c1	0.1	5.8	2.3	-2.4
23	O=C1CCC(C(=O)N2CCN(c3cnccn3)CC2)CN1CCc1ccc(Cl)cc1 (configuration not stated)	0.0	0.7	-7.3	-1.8
24	COC(=O)c1cccc(Oc2cccc(Cl)n2)c1	-0.1	-1.1	2.0	/
25	Cc1c(C(=O)N2CCCCC2)c(S(=O)(=O)NCc2ccc(Cl)cc2)c(C)n1C	0.2	2.0	5.3	/
26	O=C(N[C@H]1CC[C@H](CCNC(=O)C2CCOCC2)O[C@@H]1CO)c1ccccn1	0.2	-1.9	-5.9	-0.2
27	C[C@@H]1CN([C@H](C)CO)C(=O)c2cc(NS(=O)(=O)c3cn(C)cn3)ccc2O[C@@H]1CN(C)CC1CCCCC1	0.2	-0.2	2.3	-0.1
28	C[C@H]1C(=O)N(c2ccccc2)[C@@H]1c1ccccc1	0.1	/	3.1	-0.1
29	O=S1(=O)N[C@@H](Cc2ccccc2)COc2cc(N3CCSCC3)ccc21	0.0	/	-2.6	4.5
30	COc1cc(NC(=S)NCc2ccc(S(N)(=O)=O)cc2)cc(OC)c1	0.0	0.3	1.4	/
31	COc1cccc(OC)c1C(=O)OCC(=O)/C(C#N)=C(\C)N	0.2	1.9	-1.0	/
32	CCOC(=O)CSc1nc2ccc(C)cc2cc1C#N	/	-1.3	1.0	/

No.	RAD54 branch	S100A4 MyoIIA	RAD52 inh	esBAF inh
16	-4.7	1.1	-14.7	-8.0
17	-7.3	-19.0	-106.9	-0.8
18	-2.9	4.0	-7.6	-1.7
19	-5.1	2.6	-22.3	-3.1
20	-12.8	0.4	5.6	-8.3
21	1.7	1.5	-0.6	-82.8
22	/	0.3	-17.9	/
23	-2.3	-2.5	-25.1	/
24	-4.1	4.8	-9.7	0.0
25	-3.9	-1.4	1.3	0.4
26	3.1	-11.3	-18.5	-6.5
27	4.5	9.8	-10.1	-1.4
28	-4.2	-2.8	-11.2	-2.3
29	/	10.7	-8.9	/
30	/	-2.4	-26.6	/
31	/	-17.5	-15.9	/
32	6.2	-0.5	-7.1	71.3*

# Looked up above.
# Result of cpd 24 under ERp5 block: 2.0
# Result of cpd 28 under S100A4 MyoIIA: -2.8

# Results in sequence from the entries so far.
# ERp5 block, entries 18 to 25 → 3.0, 8.5, -0.1, -6.0, 2.3, -7.3, 2.0, 5.3
# ERAP1 inh, entries 18 to 25 → 3.9, -3.4, 4.3, -0.7, 5.8, 0.7, -1.1, 2.0

# Reformatted: 4 of the compounds above.
# Screens in order: Xi reactivation, ERAP1 inh, ERp5 block, E-selectin induc, RAD54 branch, S100A4 MyoIIA, RAD52 inh, esBAF inh
24) COC(=O)c1cccc(Oc2cccc(Cl)n2)c1
    -0.1, -1.1, 2.0, /, -4.1, 4.8, -9.7, 0.0
25) Cc1c(C(=O)N2CCCCC2)c(S(=O)(=O)NCc2ccc(Cl)cc2)c(C)n1C
    0.2, 2.0, 5.3, /, -3.9, -1.4, 1.3, 0.4
26) O=C(N[C@H]1CC[C@H](CCNC(=O)C2CCOCC2)O[C@@H]1CO)c1ccccn1
    0.2, -1.9, -5.9, -0.2, 3.1, -11.3, -18.5, -6.5
27) C[C@@H]1CN([C@H](C)CO)C(=O)c2cc(NS(=O)(=O)c3cn(C)cn3)ccc2O[C@@H]1CN(C)CC1CCCCC1
    0.2, -0.2, 2.3, -0.1, 4.5, 9.8, -10.1, -1.4

# Screening data from PubChem.
